Source: PubChem BioAssay
DT40 TDP1 no CPT – qHTS for Inhibitors of human tyrosyl-DNA phosphodiesterase 1 (TDP1): qHTS in cells in absence of CPT; DT40 Tdp1-/- hTDP1 cells, no CPT, ATP luminescence, 48 h; Potency, µM (highest dose often 46.2 µM), for inactives: top-dose activity change, negative = growth inhibition, hits mostly inhibitors; actives 15% (n = 420,000); AID 686978, 2013; also: nearly all actives have a fitted effect of over 55% in size
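Seeded 400 DT40-hTDP1 cells/well (vehicle DMSO, no 20 nM CPT); pinned compounds; ≥48 hr at 37 °C; CellTiter-Glo luminescence as viability measure.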
TDP1 block – qHTS Assay for Inhibitors of Tyrosyl-DNA Phosphodiesterase (TDP1); Tyrosyl-DNA phosphodiesterase 1 (Homo sapiens), Q9NUW8; Potency, µM (top dose mostly 130 µM), inactives show at the top dose activity change, negative = inhibition, usual class: inhibitors; actives 0.28% (n = 350,000); recombinant TDP1, AlphaScreen DNA substrate cleavage; also: nearly all actives have a fitted effect of over 40% in size
Target sequence (Q9NUW8 whole entry, looked up): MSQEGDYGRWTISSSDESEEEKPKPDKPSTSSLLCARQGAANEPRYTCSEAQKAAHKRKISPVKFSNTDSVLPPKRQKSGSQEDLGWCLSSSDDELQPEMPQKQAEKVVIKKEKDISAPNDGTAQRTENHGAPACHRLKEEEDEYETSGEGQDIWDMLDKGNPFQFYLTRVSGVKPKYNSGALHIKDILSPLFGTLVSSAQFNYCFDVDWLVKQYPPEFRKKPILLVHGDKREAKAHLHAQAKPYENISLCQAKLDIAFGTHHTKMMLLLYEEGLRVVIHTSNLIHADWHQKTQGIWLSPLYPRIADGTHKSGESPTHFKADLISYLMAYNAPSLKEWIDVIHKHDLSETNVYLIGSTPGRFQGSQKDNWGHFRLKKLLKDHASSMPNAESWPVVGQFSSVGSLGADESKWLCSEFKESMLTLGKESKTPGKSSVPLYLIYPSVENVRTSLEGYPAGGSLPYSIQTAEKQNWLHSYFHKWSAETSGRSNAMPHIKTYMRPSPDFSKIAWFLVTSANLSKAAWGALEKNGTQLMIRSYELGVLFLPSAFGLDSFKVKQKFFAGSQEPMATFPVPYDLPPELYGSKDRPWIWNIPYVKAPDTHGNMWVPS
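E. coli-derived human Tdp1, 1 nM final. Cpd preinc 15 min RT; substrate 15 nM final, 5 min RT; AS bead mix 10 ug/ml final, 10 min RT. Signal loss = tyrosine-FITC cleavage. No-enzyme wells = max signal.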
DT40 TDP1 CPT – qHTS for Inhibitors of human tyrosyl-DNA phosphodiesterase 1 (TDP1): qHTS in cells in presence of CPT. chicken DT40 Tdp1-/-;hTDP1 cells + 20 nM CPT, ATP luminescence, 48 h. actives 12% (n = 420,000). AID 686979, 2013. Potency, µM (series often up to 46.2 µM), inactives show top-dose activity change, negative = growth inhibition, actives largely listed as inhibitors; also: nearly all actives have a fitted effect of over 55% in size
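Cell growth measured by CellTiter-Glo luminescence after a minimum 48 h, 37 C compound exposure with 20 nM CPT in Tdp1-knockout DT40 cells stably expressing hTDP1, seeded 400/well; qHTS titration format.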
Starred values were filed as active, the others as inactive; ? = inconclusive; . = no result given; & = joins results of further samples; [ ] = another dose, or the depositor's remark. Calls follow the shape of the dose curve; as a rule, active = well fitted curve in the direction sought with a large enough effect; inconclusive = small, poorly fitted or top-dose-only effect, or another doubt; inactive = no such curve, though single readings can be large; an effect the other way counts as inactive or inconclusive. % is scaled to controls: 0 for no effect and ±100 for the full control effect; potency is read from the fitted curve at half-maximal effect.

The line under a structure holds: DT40 TDP1 CPT	TDP1 block	DT40 TDP1 no CPT
> CC(C)CN(CC(C)C)S(=O)(=O)N1CCC(C(=O)NCc2cccnc2)CC1
    -35.8%	3.7%	?
> NNC(=O)c1cc(-c2ccccc2)sc1N
    -1.8%	8.2%	-22.2%
> Cc1cccc(C(C)C)c1NC(=O)COC(=O)c1cc2ccccc2oc1=O
    -2.8%	0.4%	4.3%
> O=C(Nc1cc(C(=O)N2CCN(CCO)CC2)c2c(c1)ncn2C1CCCC1)c1ccccc1
    17.8%	.	-9.8%
> CN(CCc1ccccn1)C(=O)CCC1CCCN(C(=O)CCOc2ccccc2)C1 (stereo not given)
    -12.0%	.	?
> O=C(c1ccccc1)n1c2ccccc2c(=O)n1-c1ccccc1CCl
    ?	.	?
> Cc1ccccc1C1=C/C(=C(\SS/C(C(=O)c2ccc(OCC(=O)O)c(Cl)c2Cl)=C2\C=C(c3ccccc3C)SS2)C(=O)c2ccc(OCC(=O)O)c(Cl)c2Cl)SS1
    5.2%	.	12.7%
> CC(C#N)(CCc1ccccn1)CCc1ccccn1
    9.7%	.	-20.6%
> Cn1c(CNC(=O)c2ccccc2)nnc1SCC(=O)Nc1nccs1
    14.6µM*	5.4%	?
> COc1ccccc1NC(=O)CSc1nc(SC)ns1
    2.0%	2.3%	-23.1%
> Cc1ccccc1CS(=O)(=O)CC1(O)CCN(C(=O)c2cccc(C(F)(F)F)c2)CC1
    -25.6%	3.2%	-6.7%
> CCOc1cccc(/C=N/NC(=O)c2cc(-c3cccn3C)n[nH]2)c1O
    5.8µM*	11.1%	9.2µM*
> CCOc1ccc(Nc2c(S(=O)(=O)c3ccc(C)cc3)cnc3cc(OC)c(OC)cc23)cc1
    ?	2.0%	11.6µM*
> Nc1nc(O)c(Sc2ccccc2[N+](=O)[O-])c(=O)[nH]1
    -28.0%	-5.6%[0.0935 µM]	-4.0%
> O=C1CCC(CCC(=O)N2CCCC(C(=O)c3ccc(Cl)cc3)C2)=NN1 (stereo not given)
    -1.9%	6.0%	-5.2%
> Brc1ccc(-c2csc3[n+]2CCCCC3)cc1
    -3.7%	-3.7%	?
> COC(=O)[C@@]1(Cc2ccc(F)cc2)[C@H]2c3cc(C(=O)N(C)C)n(Cc4cc(F)cc5c4OCOC5)c3C[C@H]2CN1C(=O)c1ccccc1
    ?	.	?
> O=C(c1ccc(N2CCCC2=O)cc1)N1CCN(c2ccc(C(F)(F)F)cc2[N+](=O)[O-])CC1
    3.66µM*	.	2.31µM*
> Cc1ccc(Cl)cc1N1CCN(S(=O)(=O)c2ccc3[nH]c4c(c3c2)CCCC4)CC1
    ?	9.9%	?
> COc1cc(-c2noc(C)c2C(=O)NCC[C@@H]2CCCN2C)cc(OC)c1OC
    -5.4%	0.7%	-10.0%
> CCCCC(=O)NCCc1c(Cc2ccccc2)[nH]c2ccccc12
    ?	15.8%&16.7%	18.4µM*
> CC1(C(=O)O)CCC(C(=O)Nc2ccc(F)cc2)C1(C)C (stereo not given)
    0.2%	.	3.5%
> CCOC(=O)c1ccc(Oc2nc(OC)nc(N(C)C)n2)cc1
    -14.6%	3.7%	-11.5%
> O=C1CCCCC(=O)[C@H](O)C[C@H](COCc2ccccc2)O1
    -12.9%	.	-0.1%
> COc1cccc(/C=C/C(=O)OCC(=O)Nc2cc(C(F)(F)F)ccc2Cl)c1
    6.7%	-1.1%	-23.6%
> O=C(O)COc1ccccc1/C=N/NC(=O)CSc1nc2ccccc2s1
    9.4%	-2.6%	8.7%
> Cn1cc(C(=O)NCc2ccccc2Cl)c(=O)c2cc(S(=O)(=O)N3CCCCCC3)ccc21
    ?	2.3%	?
> ON(CCc1ccccn1)CCc1ccccn1
    -10.5%	.	-9.0%
> O=C(Cn1c(=O)n(Cc2ccco2)c(=O)c2ccccc21)Nc1ccc(Cl)cc1Cl
    ?	5.5%	?
> Cc1cccc(NS(=O)(=O)c2cccc(C(=O)N3CCCC(C(F)(F)F)C3)c2)c1 (stereo not given)
    ?	.	?
> COc1ccc(-n2c(=O)c3sc4ccccc4c3n(CC(=O)Nc3cccc(C)c3)c2=O)cc1
    -11.5%	6.4%	?
> N#CC1=C(N)Oc2n[nH]c(-c3cccs3)c2C1c1ccncc1 (stereo not given)
    1.1%	7.7%	-1.9%
> COC(=O)C1CCN(Cc2ccc3c(c2)CN(C(=O)c2cc(C)on2)CCO3)CC1
    9.5%[9.04 µM]	.	-17.5%
> CC1(C)CNC(=O)CC(C)(C)N1O
    -10.9%	2.3%	3.0%
> O=C(Nc1ccccc1)c1ccc(S(=O)(=O)N2CCOCC2)cc1
    -2.4%	-2.9%	-14.8%
> O=C(Nc1cnn(Cc2ccccc2)c1)c1cc2nc(-c3ccco3)cc(C(F)(F)F)n2n1
    -20.6%	5.2%	?
> Cc1nc2cc3sc(C)nc3cc2s1
    -5.0%	6.9%	11.0%
> COc1ccccc1NC(=O)c1cc2c(=O)n(C)c3ccccc3c2n1C
    ?	.	14.6µM*
> CN1CCN(Cc2nc3ccccc3c(=O)n2Cc2nc(-c3ccc4ccccc4c3)cs2)CC1
    4.61µM*	5.3%	2.31µM*
> COc1ccc(C2/C(=C(\O)c3ccc4c(c3)OCCO4)C(=O)C(=O)N2c2nc(C)c(C(C)=O)s2)cc1 (stereo not given)
    -21.8%	7.2%	0.0%
> CSCC[C@H](NC(=O)CC(C)(C)C)c1nc2ccccc2[nH]1
    -15.3%	2.5%	-22.0%
> Cc1ccc(S(=O)(=O)CCC#N)cc1
    -3.8%	2.5%	9.9%
> CN(C(=O)CSc1cccc[n+]1[O-])C1CCCCC1
    ?	-0.4%	?
> NC(=O)c1ccccc1N/C=C/C(=O)c1ccc(Cl)cc1
    ?	-2.2%	?
> COc1ccc(C)cc1S(=O)(=O)N(C)CC(=O)NCc1ccco1
    -2.7%	2.2%	-1.5%
> COc1cc(C(c2nnnn2C2CCCC2)N2CCN(C(=O)c3ccco3)CC2)cc(OC)c1OC (stereo not given)
    2.8%	9.9%	-16.3%
> Cc1cccn(Cc2c(Cl)cccc2Cl)c1=O
    6.8%	.	?
> CCN(CC)c1ccc2cc(C(N)=O)c(=N)oc2c1
    -2.0%	-2.7%	-27.5%
> O=C(Nc1ccc(S(=O)(=O)NC2CCCC2)cc1)c1cnccn1
    ?	3.1%	-28.4%
> O=C(O)c1cccc(N/N=C/c2ccc(OC(F)(F)F)cc2)c1
    -21.3%	.	13.1%
> COc1ccc(Cn2nnnc2C(c2cc3cccc(C)c3[nH]c2=O)N2CCOCC2)cc1 (stereo not given)
    -29.7%	2.0%	-16.7%
> COc1ccc(/C=C(\NC(=O)c2ccco2)C(=O)Nc2ccc(C(C)=O)cc2)cc1
    9.0%	1.5%	3.8%
> CC(C)CC(=O)Nc1cc2nn(-c3ccccc3)nc2cc1Cl
    -12.1%	1.1%	-25.5%
> Cc1ccc(NC(=O)c2ccc(S(=O)(=O)N3CCOCC3)cc2)cc1
    9.6%	.	-5.3%
> O=C(CC1N=C2c3ccccc3N=C(SCc3ccccc3F)N2C1=O)NCc1ccc2c(c1)OCO2 (stereo not given)
    18.4µM*	1.5%	?
> O=C(CCN1CCN(C/C=C/c2ccccc2)CC1)Nc1ccccc1F
    -28.1%	4.5%	-27.9%
> CC1CCCN(c2nc3c(c(=O)[nH]c(=O)n3C)n2CCCc2ccccc2)C1 (stereo not given)
    ?	3.1%	?
> Cc1ccc(S(=O)(=O)CCN2C=CC(C(F)(F)F)=NCC2)cc1
    9.3%	-5.5%	-19.0%
> COc1cccc(/C=N\NC(=O)c2ccc(Cn3cc(Br)c([N+](=O)[O-])n3)o2)c1O
    ?	0.0%	3.26µM*
> CCOC(=O)c1ccc(COC(=O)CNS(=O)(=O)c2ccccc2)cc1
    -0.2%	.	-0.7%

The results go on:
The line under a structure holds: DT40 TDP1 CPT	TDP1 block	DT40 TDP1 no CPT
> CCn1c(SCc2cccc(OC)c2)nc2ccccc2c1=O
    10.3µM*	.	20.6µM*
> Oc1cc(OCc2ccccc2)ccc1-c1[nH]ncc1-c1ccccc1
    10.3µM*	5.6%	11.6µM*
> CCOC(=O)C1=C(CSc2nc(CC)c(C)cc2C#N)OC(N)=C(C#N)C1c1ccc(OC)cc1 (stereo not given)
    ?	5.1%[56.1 µM]	16.4µM*
> COc1cc(Nc2nc3ccc(Cl)cc3n3cnnc23)cc(OC)c1OC
    20.6µM*	.	?
> COC(=O)NNC(=O)C(C)Oc1ccc(Cl)cc1Cl (stereo not given)
    -1.3%	4.7%	-9.6%
> CCN(CC)S(=O)(=O)c1ccc2nc(CSc3nnnn3-c3ccc(O)cc3)[nH]c2c1
    -19.0%	8.3%	-27.3%
> CCc1cnc2c(c1SCCC(C)C)c(=O)n(C)c(=O)n2C
    25.9µM*	-5.2%	?
> Cc1ccc2c(c1)CCCN2C(=O)c1ccncc1
    ?	1.1%	-28.9%
> COc1ccc(NC(=O)CCn2c(=O)c3cccn3c3ccccc32)cc1
    ?	0.6%	?
> Fc1ccc(CN2CCN(c3ncccn3)CC2)cc1
    -0.3%	-2.2%	2.7%
> Cc1ccccc1C(=O)Nc1ccc2nc(SCCOc3ccccc3)sc2c1
    ?	1.6%	?
> Cc1noc(C)c1C(=O)Nc1ccccc1-c1ccccc1
    ?	-3.3%	?
> CCc1nc2ccc(C(=O)N3CCN(C(=O)c4ccco4)CC3)cn2c1N(C)Cc1cccs1
    ?	.	?
> Cc1nc2ccccc2n1CC(O)c1ccccc1 (stereo not given)
    6.8%	-4.9%	-19.5%
> COc1ccc(C(CCNCc2ccc(OC(C)C)cc2)c2ccccc2OC)cc1 (stereo not given)
    23.1µM*	.	16.4µM*
> CCN(CC)S(=O)(=O)c1cccc(C(=O)N2CC(O)CC2C(=O)OC)c1 (stereo not given)
    -13.5%	4.7%	-20.9%
> O=C(CSc1nnc(-c2cccs2)n1-c1ccccc1)NCc1ccc2c(c1)OCO2
    -22.7%	4.3%	-23.8%
> Nc1nc(-c2ccccc2)[nH]c(=O)c1N
    25.9µM*	-3.8%	?
> Cc1nc2ccccc2c(=O)n1-c1ccc(NC(=O)C(F)(F)F)cc1
    -21.5%	-2.6%	-18.3%
> COc1ccc(C(=O)NCCN=C2NS(=O)(=O)c3ccccc32)cc1
    4.0%	.	17.1%
> Cc1ccc(F)cc1C(=O)N1CCCCC1c1cc(C(=O)Nc2ccccc2)no1 (stereo not given)
    ?	.	?
> Cc1ccc(S(=O)(=O)c2nc(-c3ccccc3)oc2SCC(=O)NCC2CCCO2)cc1 (stereo not given)
    ?	0.0%	?
> COc1cc(NC(=O)Nc2nc(C(N)C(C)C)cs2)cc(OC)c1OC (stereo not given)
    ?	.	?
> O=C(Cn1nnc2ccccc21)OCC(=O)c1ccccc1
    -28.3%	4.7%	-4.1%
> O=C(O)COc1ccccc1C=NNC(=O)c1ccccc1NS(=O)(=O)c1cccs1
    -10.4%	-3.2%	-16.6%
> Cc1cc(SCCOc2ccc(Br)cc2)nc(N)n1
    ?	4.7%	?
> Cc1ccc(-c2cc(C(=O)NCCCN3CCOCC3)c3ccc(Cl)c(C)c3n2)cc1
    ?	3.4%	?
> Nc1cc2c(cc1Cl)-c1ccc(Cl)cc1C2=O
    -0.3%	.	-12.5%
> Cc1c(C(=O)O)oc2c1-c1nn(Cc3ccc(Cl)cc3)cc1CC2
    11.8%	2.5%	-9.0%
> Cc1ccc(/C=N/NC(=O)Cn2nccc2C)o1
    15.4%	0.0%	-1.4%

Full records as entered above:
Shown for Cc1ccc2c(c1)CCCN2C(=O)c1ccncc1 = DT40 TDP1 CPT: ?; TDP1 block: 1.1%; DT40 TDP1 no CPT: -28.9%
Shown for Cc1ccc(/C=N/NC(=O)Cn2nccc2C)o1 = DT40 TDP1 CPT: 15.4%; TDP1 block: 0.0%; DT40 TDP1 no CPT: -1.4%

Later entries:
The line under a structure holds: DT40 TDP1 CPT	TDP1 block	DT40 TDP1 no CPT
> COCCn1ccc2c(OCC(=O)Nc3ccccc3F)cccc2c1=O
    ?	7.8%	?
> CCCOc1ccc(/C=C/C(=O)NCc2ccccc2)cc1
    ?	5.1%	?
> CC/C(Cc1ccccc1)=N\NC(=O)c1cc(C)oc1C
    -14.8%	5.3%	-9.5%
> COc1ccc(NC(=O)NC(C)C2CC3CCC2C3)cc1 (stereo not given)
    10.9%	.	-16.0%
> CN(C)CCN1C(=O)C(=O)/C(=C(/O)c2ccc(F)cc2)C1c1ccccc1 (stereo not given)
    -10.9%	0.0%	-2.6%
> Cn1c(COc2ccc([N+](=O)[O-])cc2)nnc1SCC(=O)NCC1CCCO1 (stereo not given)
    19.4%	4.4%[0.0935 µM]	-5.8%
